High-throughput results from PubChem BioAssay.
OXTR ag: agonists of human oxytocin receptor | activation, % at 3 µM | 0.32% of 320,000 active | CHO-OTR cells, Fluo-8 calcium fluorescence; normalized: DMSO 0%, oxytocin 100% | P30559;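 active = activation above the mean of all tested compounds plus 3 SD, cutoff set per screening run, cut at about 20% in these data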;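 note: peak over basal fluorescence ratio from a 100 s FLIPR kinetic read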
Target sequence (P30559 whole entry, looked up): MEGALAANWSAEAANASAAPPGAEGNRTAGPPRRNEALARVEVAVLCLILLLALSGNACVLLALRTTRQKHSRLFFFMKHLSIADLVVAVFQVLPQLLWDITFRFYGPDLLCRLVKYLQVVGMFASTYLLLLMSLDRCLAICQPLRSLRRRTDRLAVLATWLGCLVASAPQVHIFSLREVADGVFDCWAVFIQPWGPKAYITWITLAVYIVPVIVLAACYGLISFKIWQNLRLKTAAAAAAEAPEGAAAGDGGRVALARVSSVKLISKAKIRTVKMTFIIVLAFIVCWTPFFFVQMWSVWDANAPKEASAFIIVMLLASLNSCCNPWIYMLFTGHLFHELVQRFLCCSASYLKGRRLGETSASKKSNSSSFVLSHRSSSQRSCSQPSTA
NALP1 inh: inhibitors of NALP1 inflammasome in yeast. S. cerevisiae NALP1/ASC/caspase-1 growth, X-gal OD620, 72 h. inhibition, % at 10 µM. 0.61% of 280,000 active. AID 2071; in the data active = inhibition mostly above about 24%, no sharp cut-off; inactive = mostly below about 32%; note: some compounds called inactive have numbers as strong as hits
V1R ag counter: counter-screen for oxytocin receptor agonists: human V1a receptor agonists. P37288. CHO-V1R cells, Fluo-8 calcium fluorescence, agonist mode; 0% DMSO, 100% 3 nM vasopressin. activation, % at 3 µM. 0.25% of 320,000 active;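 active = activation above the mean activation of all tested compounds plus 3 SD, per screening run, cut at about 20% in these data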;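 note: signal is peak over basal fluorescence ratio across a 100 second FLIPR read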
GPR7 antag: blocks human GPR7 receptor signaling. 1.1% of 290,000 active. inhibition, % at 4.4 µM. P48145. GPR7-expressing cells, fluorescence antagonist assay; in the data active = inhibition above about 16%, passing the limit was not always enough;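 note: cells stimulated with the agonist NPW; 0% = agonist with vehicle and 100% = vehicle without agonist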
Target sequence (P48145 whole entry, looked up): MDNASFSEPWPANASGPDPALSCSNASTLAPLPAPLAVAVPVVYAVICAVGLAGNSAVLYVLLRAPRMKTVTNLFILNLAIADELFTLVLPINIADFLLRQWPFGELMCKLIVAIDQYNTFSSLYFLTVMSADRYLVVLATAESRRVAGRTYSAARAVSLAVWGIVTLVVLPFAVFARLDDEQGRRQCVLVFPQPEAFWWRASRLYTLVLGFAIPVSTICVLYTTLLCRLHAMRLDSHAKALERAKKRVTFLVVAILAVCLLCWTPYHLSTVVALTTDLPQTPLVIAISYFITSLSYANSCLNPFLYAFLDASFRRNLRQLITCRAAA
MEKK2wt PB1 HTS: raises or lowers MEK5 binding to wildtype human MEKK2 PB1 domain | bead flow cytometry, Alexa488-MEK5 binding to MEKK2 WT; actives lie on both sides | binding response (% of control), % at 10 µM | 1.1% of 290,000 active; in the data active = binding response below about 67% or above about 130%
MEKK2mut PB1 HTS: signal of MEK5 binding to mutant human MEKK2 PB1 domain | bead flow cytometry, Alexa488-MEK5 binding to MEKK2 mutant | percent response, % at 10 µM | 0.35% of 290,000 active; in the data active = percent response above about 24%, passing the limit was not always enough; note: inactives centre near 1; some results filed as inactive read as strong as hits
OXTR potentiator: human OXTR potentiation. P30559. CHO-OTR cells, Fluo-8 calcium fluorescence, potentiator mode; 0% = oxytocin EC15, 100% = EC100. activation, % at 3 µM. 0.061% of 320,000 active. AID 2445;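 active = activation above that plate's cutoff, the mean activation of tested compounds plus 3 SD, cut at about 6.6% in these data, passing the limit was not always enough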;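 note: 100% uses oxytocin at 75 nM as the full agonist control; some results filed as inactive read as strong as hits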
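Material: CHO-OTR cells, human receptor; compound dosing: single dose, 3.0 µM nominal final compound concentration; schedule: 6 min compound pre-incubation at room temperature, 100 s kinetic read; measured by: kinetic Fluo-8 calcium fluorescence; read-out basis: % activation vs EC15 and EC100 oxytocin; controls: EC15 oxytocin alone as 0%, 75 nM oxytocin as 100%; replicates: singlicate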
M18AAP inhibitor: PfM18AAP enzyme inhibition | inhibition, % at 7.35 µM | 1.2% of 290,000 active | recombinant PfM18AAP, H-Glu-NHMec fluorogenic cleavage | AID 1822;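 active = inhibition above the campaign mean inhibition over all tested compounds plus 3 SD, cut at about 28% in these data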;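 note: 0% = plate median of test compound wells and 100% = 2 mM ZnCl2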
GalR3 antag: antagonists of human GalR3; AID 651719; 0.44% of 360,000 active; inhibition, % at 3 µM; HEK293 GalR3-CNG cAMP membrane potential fluorescence; galR3 body fused to GalR1 C-terminus; O60755;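 active = inhibition above the screen-wide average plus 3 SD, cut at about 13% in these data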;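 note: forskolin and galanin both at EC90 stimulate the cells; cAMP rise reported by CNG channel membrane potential dye signal; 0% = forskolin plus galanin with DMSO and 100% = forskolin alone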
Target sequence (O60755 1-299 limits assumed): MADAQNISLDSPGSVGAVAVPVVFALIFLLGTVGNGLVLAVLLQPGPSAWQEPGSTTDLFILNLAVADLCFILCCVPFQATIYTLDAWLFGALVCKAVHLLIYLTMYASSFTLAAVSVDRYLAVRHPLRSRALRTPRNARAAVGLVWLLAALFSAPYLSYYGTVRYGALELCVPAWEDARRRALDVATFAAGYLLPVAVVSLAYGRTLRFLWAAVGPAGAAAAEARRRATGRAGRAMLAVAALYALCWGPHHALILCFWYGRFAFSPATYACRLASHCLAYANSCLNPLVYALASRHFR
* hit, by the source's call; · = not tested or not shown; & = joins results of further samples. Hits appear at their usual frequency; overall some 4.1% were active at least once.

mol,OXTR ag,NALP1 inh,V1R ag counter,GPR7 antag,MEKK2wt PB1 HTS,MEKK2mut PB1 HTS,OXTR potentiator,M18AAP inhibitor,GalR3 antag
CC(C)(C)NC(=O)COc1coc(CN2CCN(C(=O)c3ccco3)CC2)cc1=O,0.4,·,0.4,·,·,·,3,·,-3
COc1cc(NC(=O)CCNC(=O)Cn2cnc3ccccc3c2=O)cc(OC)c1OC,0.2,-7,-0.1,0,101,4,-19,-2,-1
CCCC(=O)N1N=C(c2ccccc2)CC1c1cn(C)c2ccccc12 (configuration not stated),-2.6,34,-0.1,-14,107,3,-9,-1,-10
O=C(c1cc2c(s1)-c1ccccc1OC2)N1CCN(c2ccccn2)CC1,-2.1,-26,-0.4,-8,94,0,-3,0,1
O=C(CN(c1ccccc1)S(=O)(=O)c1ccc(Cl)cc1)Nc1cccnc1,1.2,-2,1.0,-6,94,-8,-12,-1,-9
CCc1ccc(-c2nc(CS(=O)CC(=O)NCCc3ccccc3)c(C)o2)cc1 (configuration not stated),-1.7,-3,0.8,-10,101,2,-5,2,-2
O=S(=O)(NCc1ccccc1)c1ccc(S(=O)(=O)N(Cc2ccccn2)C2CCCC2)cc1,4.2,7,0.9,0,94,3,-8,0,-5
Cc1c(NC(=O)c2ccc(N(Cc3ccccc3)S(C)(=O)=O)cc2)c(=O)n(-c2ccccc2)n1C,-0.1,15,0.6,-8,92,-4,-16,-5,-7
Cc1cc2c(OCC(O)CNC3CCCCC3)cccc2[nH]1 (configuration not stated),0.1,-11,2.2,-9,102,-6,-8,2,-9
CCN(c1ccccc1)S(=O)(=O)c1ccc(OC)c(NC(=O)c2cccs2)c1,0.0,3,-0.2,3,·,·,-33,9,3
CCOC(=O)c1cc(CC)sc1N1C(=O)CC(Sc2ncccc2C(=O)O)C1=O (configuration not stated),-0.3,-8,-0.6,-11,101,2,-7,2,-3
C=CC[n+]1c(C)csc1Nc1cccc(Br)c1,-2.6,6,-1.2,-13,102,0,-10,3,-1
Cc1c(C(=O)N2CCCCC2)sc(NC(=O)C2CC2)c1C#N,0.8,5,-0.6,-7,101,4,-8,-4,-1
CC(C)N1C(=O)S/C(=C/c2ccc(Sc3nc4ccccc4[nH]3)o2)C1=O,12,24,12,-11,104,0,-14,-2,-3
O=C(CSc1cccc(C(F)(F)F)c1)Nc1ccc(Cl)cc1Cl,-2.2,6,-0.5,-10,103,2,-5,-3,-3
CCN(CC)C(=O)c1ccc(Oc2ccc([N+](=O)[O-])cc2Cl)cc1,1.9,18,0.6,-5,95,-4,-11,4,-2
Cc1cc(C)cc(C(=O)/C=C2\NC(=O)CS2)c1,-0.5,0,-0.1,-4,103,5,-5,8,-6
CCCC(C(=O)NCCc1ccc(S(N)(=O)=O)cc1)c1ccccc1 (configuration not stated),1.7,2,0.8,-6,96,0,-1,-2,-2
Cc1cc(C(=O)NNC(=O)CCC2CCCCC2)c(C)o1,-0.8,4,-1.0,-6,97,-6,-7,-14,-1
CC(C)N(Cc1cc2ccccc2[nH]c1=O)C(=O)c1cccc([N+](=O)[O-])c1,0.0,·,-1.0,-21,96,-9,-1,-16,-5
O=C(NCCN1CCN(C(=O)c2cccc([N+](=O)[O-])c2)CC1)C(=O)NCc1ccc(Cl)cc1,0.6,7,1.4,6,110,9,-1,-2,0
Cc1nc(N2CCCCC2)c2sc(=S)n(C)c2n1,-0.7,23,0.4,-7,84,-5,-5,1,1
CCn1c(=O)c(C(=O)NCCCc2ccccc2)c(O)c2ccccc21,·,-2,·,-45,103,2,·,5,-9
COc1ccc(CC(C)CC(=O)Nc2ccc(OC)cc2)cc1 (configuration not stated),-0.8,8,-0.4,-7,108,7,-11,-2,-8
CCn1c(=O)c2ccccc2n(Cc2cccc([N+](=O)[O-])c2)c1=O,-0.8,5,0.7,-1,108,5,1,-13,-11
Cc1ccc(NC(=O)CCC(=O)N2CCOc3ccccc32)c(Cl)c1,-1.2,11,-0.8,-5,99,1,-3,1,·
COC(=O)C1CCN(c2nc3ccccc3nc2C(C#N)C(=O)NCCc2ccccc2)CC1 (configuration not stated),-0.3,-4,0.6,-13,99&100,-2&0,-20,-3,0
COc1c(O)ccc(C2NC(=O)NC(C)=C2C(=O)Nc2ccccc2C)c1[N+](=O)[O-] (configuration not stated),0.6,7,0.9,-17,121,34,-6,18,4
Cn1c(NC(=O)CCc2ccccc2)cc(=O)n(C)c1=O,0.1,6,1.3,-12,106,9,0,4,-4
COc1ccc(NS(=O)(=O)c2ccc(NC(=O)c3ccccc3)cc2)nn1,0.7,11,1.2,-11,105,1,-3,8,-4

Part of the list above in a different format:
CCN(c1ccccc1)S(=O)(=O)c1ccc(OC)c(NC(=O)c2cccs2)c1
  OXTR ag: 0.0 | NALP1 inh: 3 | V1R ag counter: -0.2 | GPR7 antag: 3 | MEKK2wt PB1 HTS: · | MEKK2mut PB1 HTS: · | OXTR potentiator: -33 | M18AAP inhibitor: 9 | GalR3 antag: 3

Cc1nc(N2CCCCC2)c2sc(=S)n(C)c2n1
  OXTR ag: -0.7 | NALP1 inh: 23 | V1R ag counter: 0.4 | GPR7 antag: -7 | MEKK2wt PB1 HTS: 84 | MEKK2mut PB1 HTS: -5 | OXTR potentiator: -5 | M18AAP inhibitor: 1 | GalR3 antag: 1

C=CC[n+]1c(C)csc1Nc1cccc(Br)c1
  OXTR ag: -2.6 | NALP1 inh: 6 | V1R ag counter: -1.2 | GPR7 antag: -13 | MEKK2wt PB1 HTS: 102 | MEKK2mut PB1 HTS: 0 | OXTR potentiator: -10 | M18AAP inhibitor: 3 | GalR3 antag: -1

Later entries.
mol,OXTR ag,NALP1 inh,V1R ag counter,GPR7 antag,MEKK2wt PB1 HTS,MEKK2mut PB1 HTS,OXTR potentiator,M18AAP inhibitor,GalR3 antag
CCN(C(=O)CSc1cc(C)c2cccc(C)c2n1)C1CCS(=O)(=O)C1 (configuration not stated),-1.5,-25,1.0,-7,87,-5,-16,3,-6
COc1ccc(NCC(=O)N/N=C/C=C\c2ccccc2)cc1,1.0,16,0.9,-2,98,1,-2,-1,0
CC(=O)Nc1cccc(C(=O)NNC(=O)c2ccccc2-n2cccc2)c1,0.8,·,0.4,·,·,·,-3,·,-1
CCOc1ccc(C(=O)Nc2c3c(nn2-c2ccc(C)cc2)CS(=O)C3)cc1OCC (configuration not stated),0.5,32,0.0,-7,118,13,-2,4,·
O=C(Cc1ccccc1)Nc1cccc(N2CCCC2)c1,-0.8,·,0.4,-2,95,1,-3,4,0
O=C(Cc1ccc(Cl)cc1Cl)NCc1cccnc1,-0.3,28,0.1,1,106,4,-10,-14,-9
CCNC(=O)CC1C(=O)N(c2ccccc2)C(=O)N1CCOC (configuration not stated),0.6,7,-0.1,-12,109,5,5,-8,-8
Cc1cc(C(=O)CCC(=O)Nc2ncccc2O)c(C)s1,-0.5,·,-0.6,·,·,·,-16,·,-3
C/C(=N\NC(=O)c1cccc(S(=O)(=O)N2CCCC2)c1)c1ccncc1,0.4,·,0.4,·,·,·,-5,·,2
COc1cccc(OC)c1C(=O)NC(=O)Nc1c(C)cccc1C,-1.2,1,0.2,-8,103,11,-1,5,-5
Cc1cccc2sc(NC(=O)CN3C(=O)C4CC=CCC4C3=O)nc12 (configuration not stated),1.4,10,0.4,0,129,8,-7,-5,-8
O=P1(O)C=C(c2ccccc2)OC(c2ccccc2)=C1,0.1,15,0.7,8,·,·,-9,-7,-5
Cc1c(NC(=O)c2cnn3c(C(F)(F)F)cc(-c4ccco4)nc23)c(=O)n(-c2ccccc2)n1C,-0.2,17,0.2,12,99,6,2,-1,2
CCCC(=O)C1=C(O)C(C(=O)OC)C(C)(C)CC1=Nc1ccc(C)cc1 (configuration not stated),-2.4,9,6.4,-9,87,-8,1,2,3
Cc1ccc(NC(=O)C(C)N2C(=O)c3ccccc3S2(=O)=O)cc1Cl (configuration not stated),-1.7,·,-1.0,·,·,·,-5,·,-8
CC1CN(C(=O)CSc2cn(CC(=O)N3CCOCC3)c3ccccc23)CC(C)O1 (configuration not stated),0.7,3,-0.2,7,102,2,0,3,4
COCCN(C(=O)COC(=O)CCOc1cccc(C)c1)c1c(N)n(Cc2ccccc2)c(=O)[nH]c1=O,-0.7,·,-0.7,·,·,·,-7,·,-4
Cc1cc(C)nc(N(C#N)C(C)C(=O)N(C)C)n1 (configuration not stated),-0.1,10,0.2,-3,96,-2,2,-10,-1
CN1CCN(C(=O)C2CCCCC2C(=O)O)CC1 (configuration not stated),2.0,4,0.9,-10,102,1,9,0,5
CCOc1ccc(N2CC(C(=O)NCc3ccc(F)cc3)CC2=O)cc1 (configuration not stated),-1.2,41,-0.1,-8,96,-1,3,-9,0
COC(=O)c1ccc(NS(=O)(=O)N(C)C)cc1,0.3,23,0.8,-3,101,3,-16,-5,1
Cn1c(=O)c2c(nc(SCC(=O)N3CCOCC3)n2C)n(C)c1=O,1.1,6,1.4,6,102,-3,-7,-15,-6
Cc1nc(Cl)c(C(=O)NCc2ccccc2)c(C)c1Cl,-0.1,6,0.0,-18,91,-1,-5,-2,-9
CC(C)N(Cc1ccccc1)C(=S)Nc1ccc(OC(F)F)cc1,1.6,18,4.0,9,92,-3,-11,15,-4
COc1ccc(CCNC(=O)Cn2c(=O)cnc3ccccc32)cc1,-0.7,4,-0.1,-3,101,2,-6,1,-4
CCOC(=O)C1CCN(C(=O)C2CCCN(S(=O)(=O)c3ccc(OC)c(Cl)c3)C2)CC1 (configuration not stated),9.9,12,9.0,-10,108,6,-16,-4,-3
C=CCn1c(CCCOc2ccc(Cl)cc2Cl)n[nH]c1=S,1.9,28,5.2,3,104,3,-11,9,-2
O=C(NCCCN1CCOCC1)c1cc(-c2ccc(Br)cc2)nc2ccccc12,4.7,·,2.0,·,·,·,-8,·,-5
COCCN1C(=O)CS/C1=C(/C#N)C(=O)NCc1ccco1,0.0,11,0.5,6,89,-7,-9,10,2
CCOC(=O)c1cnc(-n2nc(C)cc2C)nc1Oc1ccccc1F,-2.3,·,-1.3,-2,96,-17,5,3,-6
CN1C(=O)CC(N2CCN(Cc3ccc(Cl)cc3)CC2)C1=O (configuration not stated),-0.2,-6,0.8,-4,113,4,-3,-5,-7
O=C(Nc1ccc([N+](=O)[O-])cc1)c1cc(-c2ccccn2)nc2c(Cl)cccc12,0.9,-1,1.2,-2,101,1,1,-21,6
COCCn1c(=O)[nH]c2cc(C(=O)N3CCN(c4cc(C)ccc4C)CC3)ccc2c1=O,3.0,11,5.9,-13,102,-1,-5,-3,-8
COc1ccccc1-c1c(C(F)(F)F)oc2cc(OCC(=O)Nc3cc(C)ccc3C)ccc2c1=O,-0.7,37,-0.3,-13,83,2,-11,-8,·
COc1cccc(C(O)c2nc3ccccc3n2C)c1 (configuration not stated),0.4,-1,0.1,-8,110,8,-6,-6,-3
Cn1c(N)c(C(=O)COC(=O)c2cc(C3CC3)nc3ccccc23)c(=O)n(C)c1=O,1.0,12,0.6,-6,98,-3,-4,2,5
Cc1cccc(-c2c3c(=O)n(C)c(=O)n(C)c3cn2C(C)(C)C)c1,-1.1,14,-1.5,1,103,8,-4,-2,-5
